# Bioassay records from PubChem.
# POLK inh: qHTS for Inhibitors of Polymerase Kappa; DNA polymerase kappa (Homo sapiens), Q9UBT6; purified Pol kappa, fluorescent DNA synthesis assay, 10 min; Potency, µM (top dose mostly 107 µM), for the others: at the highest dose activity, negative = inhibition, most hits filed as inhibitors; actives 0.53% (n = 400,000); AID 588579, 2011; further: potency means the concentration at half of the fitted maximal effect; on the % scale 0 is the no-effect control and ±100 the full control effect
#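 Fluorescent qHTS in 1536-well format: enzyme (10 nM) and compound sat 15 min at room temperature before 50 nM substrate (final) was added. Signal taken at 0 and 10 min; no-enzyme buffer wells were negative controls.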
# TRHR ag: qHTS for Small Molecule Agonists and Allosteric Enhancers of Human TRH Receptor: Primary Screen for Agonists. Thyrotropin-releasing hormone receptor (Homo sapiens), P34981. TRHR cells, calcium flux fluo-8, FDSS agonist mode. activation, % at 2 µM. actives 0.18% (n = 360,000); in the data active means activation above about 30%; further: 0% is about no effect
#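 In this calcium-flux screen, cells bearing human TRHR are dye-loaded with fluo-8, baselined for 10 cycles, then exposed to library compounds; positive kinetic calcium responses during the agonist phase mark hits, with TRH as control.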
# ALOX12 inh: Primary qHTS assay for inhibitors of human arachidonate 12S-lipoxygenase (ALOX12): Round 2; Polyunsaturated fatty acid lipoxygenase ALOX12 (Homo sapiens), P18054; purified 12hLO, xylenol orange hydroperoxide absorbance; Potency, µM (top dose mostly 108 µM), without a hit: at the highest dose activity change, negative = inhibition, usual class: inhibitors; actives 1.1% (n = 580,000); AID 1671190, 2021; further: potency means the concentration at half of the fitted maximal effect; on the % scale 0 is the no-effect control and ±100 the full control effect
#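 Hydroperoxide product was detected by ferrous iron/xylenol orange as the 573 to 405 nm absorbance ratio. Arachidonic acid at 40 uM (final) was turned over for 30 min at room temperature by 150 nM human 12hLO, pH 7.0 Hepes buffer, after 15 min compound preincubation.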
# Pol beta inh: qHTS Assay for Inhibitors of DNA Polymerase Beta. Pol beta primer extension/strand displacement, fluorescence kinetic. Potency, µM (series often up to 114 µM), inactives show top-dose activity change, negative = inhibition, most hits filed as inhibitors. actives 1.3% (n = 340,000). AID 485314, 2010; further: potency means the concentration at half of the fitted maximal effect; on the % scale 0 is the no-effect control and ±100 the full control effect
#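 Human Pol beta at 10 nM; strand-displacement substrate 50 nM final. Compound exposure 15 min at room temperature before start, reaction 10 min at room temperature.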
# Pol iota inh: qHTS for Inhibitors of Polymerase Iota; Potency, µM (titrated, usually from 115 µM), for the others: at the top dose activity, negative = inhibition, hits mostly inhibitors; actives 1% (n = 390,000); AID 588590, 2011; Pol iota fluorescent replication assay, 10 min; further: potency means the concentration at half of the fitted maximal effect
#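 Pol iota at 10 nM preincubated 15 min with compounds at room temperature; reaction started with fluorescent substrate, 50 nM final. Fluorescence read kinetically at 0 and 10 min; buffer-only wells as negative control.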
# BLM helicase inh: qHTS Assay for Inhibitors of Bloom's syndrome helicase (BLM). recombinant BLM DNA unwinding, fluorescence dequenching. actives 0.2% (n = 350,000). RecQ-like DNA helicase BLM (Homo sapiens), P54132. AID 2528, 2010. Potency, µM (titrated, usually from 56.1 µM), without a hit: at the top dose activity change, negative = inhibition, hits mostly inhibitors;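 further: potency means the concentration at half of the fitted maximal effect; plate controls were vehicle for no effect and no enzyme for full effect; nearly all actives have a fitted effect of over 35% in size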
# Target sequence (P54132 whole entry, looked up): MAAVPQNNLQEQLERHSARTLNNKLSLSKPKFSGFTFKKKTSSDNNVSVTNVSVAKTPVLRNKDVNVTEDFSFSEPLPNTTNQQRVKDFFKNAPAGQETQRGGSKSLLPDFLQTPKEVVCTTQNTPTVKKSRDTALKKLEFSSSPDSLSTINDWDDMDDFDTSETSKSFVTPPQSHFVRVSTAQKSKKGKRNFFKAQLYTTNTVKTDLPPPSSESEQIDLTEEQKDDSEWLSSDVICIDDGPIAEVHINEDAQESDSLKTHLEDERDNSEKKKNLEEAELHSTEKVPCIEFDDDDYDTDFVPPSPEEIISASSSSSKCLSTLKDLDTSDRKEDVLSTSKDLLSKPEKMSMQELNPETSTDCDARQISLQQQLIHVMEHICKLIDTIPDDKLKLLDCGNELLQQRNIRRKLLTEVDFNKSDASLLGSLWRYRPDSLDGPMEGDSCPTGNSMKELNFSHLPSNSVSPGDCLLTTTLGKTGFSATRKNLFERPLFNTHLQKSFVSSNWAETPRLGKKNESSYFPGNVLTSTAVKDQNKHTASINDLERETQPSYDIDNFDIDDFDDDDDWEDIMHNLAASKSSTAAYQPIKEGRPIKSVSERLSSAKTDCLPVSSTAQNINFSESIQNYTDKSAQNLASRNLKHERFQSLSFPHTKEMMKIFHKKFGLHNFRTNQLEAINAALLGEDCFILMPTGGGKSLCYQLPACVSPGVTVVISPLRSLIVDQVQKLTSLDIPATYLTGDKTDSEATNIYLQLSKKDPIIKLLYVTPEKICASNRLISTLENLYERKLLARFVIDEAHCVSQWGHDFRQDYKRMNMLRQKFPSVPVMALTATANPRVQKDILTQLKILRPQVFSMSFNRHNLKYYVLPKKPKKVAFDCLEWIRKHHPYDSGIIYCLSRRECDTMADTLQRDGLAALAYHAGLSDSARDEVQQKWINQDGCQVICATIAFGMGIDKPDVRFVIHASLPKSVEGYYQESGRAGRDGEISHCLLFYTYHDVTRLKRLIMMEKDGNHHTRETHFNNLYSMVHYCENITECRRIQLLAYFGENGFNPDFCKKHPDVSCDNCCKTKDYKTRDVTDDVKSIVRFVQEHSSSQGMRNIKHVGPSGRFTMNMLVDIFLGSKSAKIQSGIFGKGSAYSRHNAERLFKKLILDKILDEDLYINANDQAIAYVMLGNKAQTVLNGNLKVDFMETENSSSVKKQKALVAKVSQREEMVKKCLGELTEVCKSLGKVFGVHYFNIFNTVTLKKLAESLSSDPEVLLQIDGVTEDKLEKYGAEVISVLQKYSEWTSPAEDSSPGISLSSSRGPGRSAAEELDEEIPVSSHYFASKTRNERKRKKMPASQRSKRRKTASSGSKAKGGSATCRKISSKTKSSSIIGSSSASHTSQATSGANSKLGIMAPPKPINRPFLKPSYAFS
# Apoferritin bind: qHTS Assay for Identification of Novel General Anesthetics. Ferritin light chain (Equus caballus), P02791. apoferritin/1-aminoanthracene competitive binding, fluorescence. Potency, µM (top dose mostly 77.5 µM), for the others: top-dose activity change, negative = displacement, usual class: inhibitors. actives 0.074% (n = 350,000). AID 485281, 2010; further: potency means the concentration at half of the fitted maximal effect; on the % scale 0 is the no-effect control and ±100 the full control effect; nearly all actives have a fitted effect of over 20% in size
#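 Horse-spleen apoferritin (10 uM) in 50% saturated 1-aminoanthracene in PBS was incubated 10 min at room temperature with compound. Fluorescence (ex 380, em 535 nm) was normalized to free and bound 1-AMA, with concentration-response fitted by a four-parameter Hill equation.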
# ERG-DNA inh: qHTS for Small Molecule Inhibitors of the ERG Ets/DNA interaction. Transcriptional regulator ERG (Homo sapiens), P11308. fluorescence polarization, His-ERG Ets domain / labelled DNA. Potency, µM (series often up to 76.9 µM), inactives show at the highest dose FP activity, negative = inhibition, actives largely listed as inhibitors. actives 0.028% (n = 370,000). AID 624246, 2012; active means well fitted inhibition curve with a large enough effect in the polarisation, with a control signal flat; inconclusive means small, poorly fitted or top-dose-only effect, or effect the other way, or a change in a side signal; inactive means no such curve, though single readings can be large or run the other way; the % refers to the polarisation;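 further: polarization taken with two DNA probes labelled with fluorescein and Texas red; potency means the concentration at half of the fitted maximal effect; % of control where 0% means no effect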
#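 His-tagged ERG Ets domain (1 uM in the protein solution; 300mM KCl, 50mM Tris-HCl, 1mM EDTA, 1mM DTT, pH 7.5) received compound, then a probe mix of 5 nM fluorescein-DNA and 100nM Texas-615-DNA. Fluorescence polarization was read for both dyes.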
# APE1 inh: qHTS Assay for Inhibitors of the Human Apurinic/apyrimidinic Endonuclease 1 (APE1); DNA repair nuclease/redox regulator APEX1 (Homo sapiens), P27695; recombinant APE1, TAMRA/BHQ-2 abasic DNA cleavage fluorescence; Potency, µM (titrated, usually from 65.8 µM), without a hit: at the top dose activity change, negative = inhibition, actives largely listed as inhibitors; actives 0.35% (n = 350,000); AID 2517, 2012;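 further: potency means the concentration at half of the fitted maximal effect; plate controls were vehicle for no effect and reference inhibitor for full effect; nearly all actives have a fitted effect of over 55% in size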
#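 Kinetic fluorescence read (525 ex/598 em nm, three reads 60 s apart) of AP-site incision; signal = third minus first read. Enzyme 0.75 nM, dual-labelled THF duplex 50 nM, compound preincubation 15 min RT.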
# Starred values were filed as active, the others as inactive; i = inactive; ? = inconclusive; nt = no result given; & = joins results of further samples; [ ] = remark or other dose. Unless noted, the call rests on the fitted dose curve; in most records, active means well fitted curve in the direction sought with a large enough effect; inconclusive means small, poorly fitted or top-dose-only effect, or another doubt; inactive means no such curve, though single readings can be large; an effect the other way counts as inactive or inconclusive.
SMILES,POLK inh,TRHR ag,ALOX12 inh,Pol beta inh,Pol iota inh,BLM helicase inh,Apoferritin bind,ERG-DNA inh,APE1 inh
Cc1ccc(-c2nc3ccccc3o2)cc1NC(=O)Cc1ccc(Cl)cc1,-3%,-0.8,0%,-6%,35%[activator],-3%,0%,-1%,nt
O=C(NCCc1ccccc1)c1ccc(OCCOc2ccccc2)cc1,0%,-0.1,nt,5%,-1%[58.9 µM],-2%,-3%,2%,2%
O=C(NNC(=S)Nc1ccccc1)c1ccc2ncccc2c1,3%,-0.2,0%,9%,22%,1%,-18%,7%,0%
O=C(NC(=S)NCC1CCCO1)c1ccc([N+](=O)[O-])cc1 (configuration not stated),-15%,0.5,-24%,16%,12%,1%,-3%,-3%,18%
Nc1ncccc1C(=O)OCC(=O)N1CCN(S(=O)(=O)c2ccc(Cl)cc2)CC1,-2%,-2.3,21%,nt,4%,nt,nt,-5%,33%
CCOC(=O)C(C)(C)N(Cc1ccc(C)cc1)S(=O)(=O)c1ccc(Cl)c([N+](=O)[O-])c1,-25%,-0.8,-1%,-13%,-1%,-3%,8%,2%,6%
Cc1nn(C)c(C)c1/C=C/C(=O)c1ccccc1,2%,0.0,0%,1%,5%,0%,-11%,10%,-5%
CCN(CC(=O)Nc1cccc(OC)c1)C(=O)c1ccc(C)s1,3%,0.3,-5%,1%,13%,-2%,-8%,4%,5%
O=C(CNC(=O)c1cccc(F)c1)N/N=C/c1cc(Br)ccc1OC(=O)/C=C/c1ccco1,-9%[60.1 µM],-0.2,?,35µM*,?,0%,?,2%,-1%
CN1CCN(c2ccc(NC(=O)COc3ccc(Cl)cc3Cl)cc2)CC1,-5%,3.0,-11%,18%,2%,-2%,-17%,0%,17%
COc1ccc(NC(=O)COc2ccccc2)cc1NC(=O)c1ccco1,-1%,-0.4,0%,6%,112%[activator],0%,-7%,-1%,13%
N#CCCn1cc(/C=N/O)c(-c2ccc(F)cc2)n1,-24%,-0.7,-4%,16%,-1%,0%,0%,-10%,-2%
CC(C)N(C(=O)COC(=O)c1cccc(S(=O)(=O)N2CC3(C)CC2CC(C)(C)C3)c1)C(C)C (configuration not stated),-29%,1.5,-41%,nt,-1%,nt,nt,-1%,-13%
O=C(Nc1ccccc1NC(=O)c1ccccc1F)c1ccccc1F,2%,-0.4,0%,18%,21%,-3%,-6%,1%,4%
Cc1ccc(N2CCN(C(=S)c3ccc(-c4cccc([N+](=O)[O-])c4)o3)CC2)cc1,-7%,0.1,?,6%,?,-11%,-20%,-17%,?
Cc1cccc2cc3c(N)c(C(=O)N4CCc5ccccc54)sc3nc12,-6%,53*,?,13%,8%,-4%,2%,-6%,4%
CCC1(c2ccccc2)NC(=O)N(CC(=O)NC2CCCC2)C1=O (configuration not stated),-13%,0.2,6%,nt,63%[activator],nt,nt,3%,0%
COc1ccccc1CC(=O)N(Cc1ccccc1)c1cccc(C)c1,-3%,0.2,0%,-23%,-10%,-9%,-12%,0%,19%
O=C(CSc1nc2ccc(Nc3nc(N4CCOCC4)nc(N4CCOCC4)n3)cc2s1)Nc1ccccc1Cl,1%,1.0,nt,-1%,-1%,-7%,3%,?,-18%
COc1ccc(S(=O)(=O)NCc2csc(-c3cccnc3)n2)cc1,0%,-0.5,38%[activator],5%,-5%,5%,0%,5%,-10%
CCOC(=O)N1CCN(C(=O)c2ccc(Cl)c(S(=O)(=O)N3CCOCC3)c2)CC1,0%,-0.4,-5%,0%,13%,-7%,-7%,-2%,3%
CCc1nn(CC(=O)N(C)Cc2ccccc2)c(=O)c2cc3sccc3n12,-16%,-0.3,-13%,4%,8%,0%,?,-2%,nt
Nc1nnc(SCC(=O)N2CCN(c3ccccc3)CC2)n1-c1ccccc1,-23%,0.2,-24%,-4%,32%[activator],-5%,-7%,0%,3%
CCCC(=O)Nc1nnc(SCC(=O)N2CCN(c3ccccc3)CC2)s1,-13%,-1.5,11%,14%,6%,-2%,-6%,1%,2%
N#Cc1ccc(C23CC4(C2)[C@H](CN(CC2CCCCC2)[C@@H]4c2ccccc2)C3c2ccccc2)cc1 (some centres not stated),14%,0.1,?,-1%,-8%,-1%&-5%,-11%&2%,17%,-4%&-2%
O=C(Nc1ccccc1F)C1CCN(C(=O)Cc2ccccc2)CC1,-16%,1.1,?,1%,32%[activator],0%,-9%,4%,-2%
CC(C)(C)C1CCc2c(sc3nc(-c4cc5cc(Cl)ccc5oc4=O)[nH]c(=O)c23)C1 (configuration not stated),0%,0.0,-12%,1%,?,-5%,-17%,-2%,nt
CCOCCCN(C(=O)c1snc(C(N)=O)c1N)C(C(=O)NC1CCCC1)c1ccc(OC)cc1 (configuration not stated),3%,1.2,8%,68%,23%,-2%,-5%,7%,-2%
CCc1ccccc1NC(=O)N1CCc2ccccc2C1,-4%,0.2,i,54%,8%,-4%,-21%,3%,7%
CN[C@H]1[C@@H](O[C@@H]2[C@H](O[C@@H]3[C@@H](O)[C@@H](O)[C@@H](N=C(N)N)[C@@H](O)[C@@H]3N=C(N)N)O[C@H](C)[C@@]2(O)C=O)O[C@@H](CO)[C@@H](O)[C@H]1O,-4%[12 µM],nt,15%[12.5 µM],nt,nt,-4%[21.4 µM],7%[29.3 µM],nt,-4%[21 µM]
O=C(NCc1cccnc1)C(=O)NCC(c1ccco1)N1CCN(c2ccc(F)cc2)CC1 (configuration not stated),-8%,-0.5,5%,3%,1%,-2%,-19%,-10%,3%
CC(=O)c1ccc(NC(=O)c2cccc(NC(=O)N3CCSc4ncccc43)c2)cc1,8%,0.3,?,22%,42%[activator],0%,-13%,-2%,nt
CC(=O)Nc1c(I)c(C(=O)N[C@H]2C(O)O[C@H](CO)[C@@H](O)[C@@H]2O)c(I)c(N(C)C(C)=O)c1I (some centres not stated),-2%,-0.4,1%,nt,-18%,nt,nt,4%,4%
Cc1nn2c(c1-c1ccc(Cl)cc1)N=C(c1ccco1)CC2c1ccccc1 (configuration not stated),-9%,0.2,?,11%,-14%,-12%,1%,0%,-2%
COc1cc(C2NC(=O)N(C)C3=C2C(=O)CCC3)cc(OC)c1OC (configuration not stated),8%,-0.7,5%,8%,-8%,5%,-5%,-3%,-8%
CC(C)(C)c1ccc(Oc2ncccc2NC(=O)c2cccs2)cc1,-9%,0.6,138%[activator],2%,-5%,-12%,-10%,-9%,-4%
COc1ccccc1NC(=O)c1cc[n+](C)cc1,-8%,0.4,5%,21%,-5%,-5%,-3%,-3%,27%
CCc1nn(CCCC(=O)N2CCN(c3ccc(OC)cc3)CC2)c(=O)c2cc3occc3n12,-4%&-21%,-0.6&-1.1,-11%&0%,?,25%&16%,3%&2%,-1%&-11%,6%&-5%,83%[activator]
COc1cc(OC)cc(C(=O)N[C@H](C(=O)Nc2nc3ccccc3[nH]2)C(C)C)c1,-10%,-1.1,4%,?,21%,-15%,-7%,0%,0%
COc1ccc(-n2nc(C(=O)NCc3cc(OC)ccc3OC)c3c4ccccc4n(C)c3c2=O)cc1,9%,-0.1,-5%,3%,18%,2%,-3%,2%,-4%

# Reprinted from the part before: three entries, followed by the next part.
SMILES,POLK inh,TRHR ag,ALOX12 inh,Pol beta inh,Pol iota inh,BLM helicase inh,Apoferritin bind,ERG-DNA inh,APE1 inh
CCc1nn(CCCC(=O)N2CCN(c3ccc(OC)cc3)CC2)c(=O)c2cc3occc3n12,-4%&-21%,-0.6&-1.1,-11%&0%,?,25%&16%,3%&2%,-1%&-11%,6%&-5%,83%[activator]
COc1cc(OC)cc(C(=O)N[C@H](C(=O)Nc2nc3ccccc3[nH]2)C(C)C)c1,-10%,-1.1,4%,?,21%,-15%,-7%,0%,0%
COc1ccc(-n2nc(C(=O)NCc3cc(OC)ccc3OC)c3c4ccccc4n(C)c3c2=O)cc1,9%,-0.1,-5%,3%,18%,2%,-3%,2%,-4%
Cc1oc2ccc(O)c(CN3CCCC3)c2c1C(=O)Nc1cccc(Cl)c1C,0%,0.3,-23%,2%,18%,-4%,0%,-7%,nt
O=C(CN(C(=O)c1csnn1)c1cccc(C(F)(F)F)c1)NCc1ccc(F)cc1,0%,0.9,?,1%,21%,-3%,5%,15%,-5%
Cc1ccc(CNC(=O)c2cc(C3CC3)nc3c2c(C)nn3-c2cccc(Cl)c2C)cc1,-1%,0.5,-13%,-18%,10%,0%,?,-1%,nt
COc1ccc(-c2nsc3c(N4CCN(C(=O)c5ccco5)CC4)ncnc23)cc1,-2%,0.9,-9%,15%,21%,-3%,-9%,5%,-4%
O=C(Cn1nnc2ccccc21)N/N=C/c1ccco1,-10%,-0.4,-4%,-14%,-14%,-2%,-1%,-12%,-2%
CN(C)c1ccc(/C=C/c2nc3ccccc3c(=O)[nH]2)cc1,-10%,59*,-9%,25%,-14%,-2%,38%[activator],1%,22%
Cc1cc2c(cc1NS(=O)(=O)c1ccc(F)cc1)n(C)c(=O)c(=O)n2C,-9%[60.1 µM],0.1,3%,?,7%,6%,0%,-1%,nt
COc1cnn(-c2ccc([N+](=O)[O-])cc2)c(=O)c1Cl,-2%,nt,47%[activator],nt,136%[activator],nt,nt,1%,nt

# Not all compounds are listed (hit frequency here may not be typical).
